Source: PubChem BioAssay
DDE Tn7 FP inh – disrupts Tn7 cyclic peptide binding to fibrin D-Dimer-E complex. P02675. FP displacement of FITC-Tn7 peptide from fibrin DD(E); 0% = median of compound wells per plate. inhibition, % at 8.3 µM. 370,000 tested, 0.13% active;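 active = inhibition above the mean of compounds falling within the control limits plus 3 SD of them, cut at about 14% in these data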;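 note: 0% = plate median of compound wells and 100% = 10 µM Aha-Tn7 peptide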
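Assay system: Human fibrin DD(E) protein | Medium: Tris buffer with calcium and detergent, pH 7.8 | Reagent: 0.1 µM fluorescent Tn7 | Compound dosing: Single point at 8.3 µM | Times: 10 min preincubation, 3 h with tracer, room temperature | Detection: Fluorescence polarization of the labelled Tn7 tracer | Controls: Aha-Tn7 high control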
PLCg1 inh – blocks human PLC-gamma1 enzyme activity | purified PLC-gamma1, fluorogenic substrate, fluorescence | 370,000 tested, 0.84% active | inhibition, % at 12.2 µM; in the data active = inhibition above about 9.5%
PLC-beta3 inh – inhibitors of human phospholipase C beta3; inhibition, % at 12.2 µM; AID 720704; Q01970; 370,000 tested, 0.18% active; Purified PLC-beta3, fluorogenic substrate, fluorescence; in the data active = inhibition above about 11%;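 note: 0% = median of compound wells on plate and 100% = full blocker control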
proKLK7 act – activates the human kallikrein-7 zymogen; purified proKLK7, EDANS-DABCYL substrate fluorescence; 100% is mature enzyme control, 0% vehicle; 370,000 tested, 0.9% active; activation, % at 7 µM;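 active = activation above the mean of all tested compounds plus 3 SD, computed per campaign excluding outliers beyond control limits, cut at about 13% in these data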
ASAP1 inh – ASAP1 ArfGAP inhibition; Q9ULH1; ASAP1-stimulated ARF1 GTP hydrolysis, GDP FP detection; inhibition, % at 16.5 µM; 360,000 tested, 0.19% active; in the data active = inhibition above about 25%;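 note: 0% = vehicle with enzyme and substrate and 100% = no enzyme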
ARFGAP1 inhibitor – inhibits rat ARF GTPase activating protein 1 | Q62848 | Arfgap1-stimulated ARF1 GTP hydrolysis, GDP FP detection | inhibition, % at 16.5 µM | 360,000 tested, 0.26% active | AID 651572;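 active = inhibition above a per-plate limit, mean inhibition of low control wells plus 3 SD, cut at about 25% in these data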;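 note: 0% = DMSO wells with enzyme and 100% = wells lacking Arfgap1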
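Repeats: one replicate per compound; assay system: rat Arfgap1 catalytic domain, aa 1-136; times: enzyme reaction 120 min at 25 °C after 20 min preincubation; detection: FP of antibody-bound GDP Alexa 633 tracer, ex 620/em 688 nm; benchmarks: high control wells lacking Arfgap1, low control full reaction with DMSO; reagent: human ARF1(Δ1-17)-GTP substrate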
UHRF1 MBD2 ctr – UHRF1 methyl-DNA binding inhibition | Q96T88 | UHRF1 binding to methylated oligo, TR-FRET | inhibition, % at 4.4 µM | 370,000 tested, 0.75% active | AID 687016; in the data active = inhibition above about 21%;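 note: UHRF1 SRA domain binding a hemimethylated CpG hairpin DNA probe; 0% = median of test compound wells and 100% = reference inhibitor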
Rev-erbA mod – modulates human Rev-erb alpha binding to DNA | 370,000 tested, 0.79% active | P20393 | Rev-erbα–FITC-DNA binding, fluorescence polarization, 90 min | activity, % at 10 µM | AID 1259318;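 active = activity above about 14%, limit read from the data; passing the limit was not always enough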;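 note: 0% = DMSO wells with 35 nM protein and 100% = DMSO wells with 750 nM protein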
Target sequence (P20393 whole entry, looked up): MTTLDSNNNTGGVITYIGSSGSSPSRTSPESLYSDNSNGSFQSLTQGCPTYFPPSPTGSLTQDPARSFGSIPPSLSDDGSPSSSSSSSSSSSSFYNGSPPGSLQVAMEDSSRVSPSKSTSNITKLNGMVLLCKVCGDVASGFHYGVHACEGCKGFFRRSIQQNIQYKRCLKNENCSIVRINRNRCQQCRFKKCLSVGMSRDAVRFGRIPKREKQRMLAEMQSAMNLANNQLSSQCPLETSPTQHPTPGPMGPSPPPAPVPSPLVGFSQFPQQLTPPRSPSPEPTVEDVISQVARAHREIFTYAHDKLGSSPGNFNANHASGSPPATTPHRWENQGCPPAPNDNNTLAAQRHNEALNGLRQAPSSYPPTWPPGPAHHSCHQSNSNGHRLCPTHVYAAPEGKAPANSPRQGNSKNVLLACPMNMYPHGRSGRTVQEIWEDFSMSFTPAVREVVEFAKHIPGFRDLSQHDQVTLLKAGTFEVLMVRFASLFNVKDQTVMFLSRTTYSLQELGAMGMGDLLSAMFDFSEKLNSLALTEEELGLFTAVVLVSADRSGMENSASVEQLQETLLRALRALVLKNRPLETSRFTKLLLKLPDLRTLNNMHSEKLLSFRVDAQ
HGIII-sPLA2 inh – Blocks human group III sPLA2 activity; Q9NZ20; QFRET BODIPY PC-A2 liposome hydrolysis, fluorescence; inhibition, % at 12.2 µM; 370,000 tested, 0.56% active;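 active = inhibition above mean plus 3 SD of compounds lying within the high and low control bounds, cut at about 19% in these data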;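 note: 0% = median of test compound wells and 100% = no enzyme DMSO wells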
Target sequence (Q9NZ20 whole entry, looked up): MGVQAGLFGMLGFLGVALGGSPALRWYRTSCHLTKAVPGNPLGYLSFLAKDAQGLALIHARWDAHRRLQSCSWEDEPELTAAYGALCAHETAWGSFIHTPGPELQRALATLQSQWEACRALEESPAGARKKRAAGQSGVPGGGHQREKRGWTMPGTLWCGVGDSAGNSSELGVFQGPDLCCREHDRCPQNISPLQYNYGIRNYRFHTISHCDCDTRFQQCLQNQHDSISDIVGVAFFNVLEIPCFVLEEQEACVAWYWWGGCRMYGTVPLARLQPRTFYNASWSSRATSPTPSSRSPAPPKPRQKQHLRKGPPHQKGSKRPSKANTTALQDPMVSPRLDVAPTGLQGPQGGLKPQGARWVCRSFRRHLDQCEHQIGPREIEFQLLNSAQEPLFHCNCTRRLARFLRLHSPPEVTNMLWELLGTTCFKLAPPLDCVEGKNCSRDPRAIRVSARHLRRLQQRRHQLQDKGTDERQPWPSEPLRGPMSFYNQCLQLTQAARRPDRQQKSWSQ
DDE Tn6 FP inh – DD(E)-Tn6 binding inhibition, primary FP screen; inhibition, % at 8.3 µM; Fibrin DD(E) TRITC-Tn6 fluorescence polarization displacement; P02675; 370,000 tested, 0.21% active;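 active = inhibition above a per-campaign cutoff: mean of compounds within control limits plus 3 SD, cut at about 15% in these data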;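 note: 0% = median of all compound wells on the plate and 100% = blocking peptide control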
Active calls of the source: *; i = inactive; . = not tested or not shown. No enrichment for hits. About 4.5% of those tested had a hit in this group.

SMILES	DDE Tn7 FP inh	PLCg1 inh	PLC-beta3 inh	proKLK7 act	ASAP1 inh	ARFGAP1 inhibitor	UHRF1 MBD2 ctr	Rev-erbA mod	HGIII-sPLA2 inh	DDE Tn6 FP inh
CC(C)CC1NC(=O)c2cccnc2-n2c1nc1ccccc1c2=O (configuration not stated)	-1	1	4	0.7	4	-1	-2	3	-4	-6
CCOC(=O)c1c(N)sc(C(=O)N2CCCC(C(N)=O)C2)c1C (configuration not stated)	0	2	0	0.1	-4	-2	-2	-6	2	-5
CC(NC(=O)OC(C)(C)C)C(=O)N1CCCC1C(=O)NC(Cc1ccccc1)C(N)=O (configuration not stated)	7	0	3	-0.1	11	5	4	-3	11	1
C[C@H](CO)N1C[C@H](C)[C@@H](CN(C)CC2CCCCC2)Oc2c(NS(=O)(=O)c3ccccc3)cccc2C1=O	-1	7	11*	0.5	-5	-2	1	2	-4	4
CCN(CC)c1ccc(NC(=O)C2CCCN(S(=O)(=O)c3cnc[nH]3)C2)c(C)c1 (configuration not stated)	12	-4	1	0.3	3	4	-1	-6	-18	-1
CC(c1nnc(SCC(=O)c2c(N)n(C3CC3)c(=O)[nH]c2=O)n1-c1ccc(F)cc1)N(C)C (configuration not stated)	-1	8	3	-0.9	5	4	2	15	9	0
CCCCCc1nc2sc3c(c2c(=O)n1NC(=O)c1ccc([N+](=O)[O-])cc1)CC(C)(C)OC3	-3	-1	2	0.3	-1	4	1	3	-13	1
COc1ccccc1N=C1SC(C(=O)Nc2ccc(F)cc2)CC(=O)N1C (configuration not stated)	-2	4	4	0.9	13	5	0	2	-12	3
Cc1ccc(S(=O)(=O)n2c(C)nc3ccccc32)cc1	4	-3	-6	0.6	3	10	-2	-3	1	6
O=C(Nc1ccc2ccccc2c1[N+](=O)[O-])c1ccccc1	-11	-1	2	-0.4	-2	1	0	6	-7	-5
CCOC(=O)C1CCN(CC(=O)Nc2c(C(=O)OC)[nH]c3cccc(C)c23)CC1	-3	-9	-11	0.0	10	10	11	2	-1	4
COc1ccc(/C=C(/NC(=O)c2ccccc2)C(=O)N2CCCC2)cc1OC	4	-4	-4	0.4	2	-9	-1	-4	0	6
COc1cccc(C(=O)Nc2ccc3[nH]ncc3c2)c1OC	3	-1	-8	0.9	-3	-12	3	1	9	1
COc1cc2[nH]c(=O)c(C(=O)NCCCN3CCCCC3)c(O)c2cc1OC	6	-21	-23	2.0	7	3	10	0	5	-5
O=C(COC(=O)c1nsc(Cl)c1Cl)NC1CCCCC1	-6	3	1	-0.1	6	-2	0	-4	1	2
CC1Cc2ccccc2N1S(=O)(=O)c1c(N)n(C)c(=O)n(C)c1=O (configuration not stated)	5	3	3	-0.5	1	-5	-1	4	5	7
COc1ccc(Cl)cc1NC(=O)C(C)N(C)Cc1ccc(C(F)(F)F)cc1 (configuration not stated)	2	9	3	0.7	9	-2	-3	0	-9	0
Cc1ccc(CNC(=O)CCS(=O)(=O)c2ccc(Br)s2)o1	-2	-1	-6	-0.2	-4	-7	6	5	-8	1
Cc1ncc(CO)c(/C=N/NC(=O)c2cc3c(s2)CCCC3)c1O	-14	i	i	-39	-9	-2	2	-5	-9	4
CCOc1ccc(N=C(C)C2=C(O)c3ccccc3C2=O)cc1	2	-1	-2	-0.1	3	7	-2	-2	-1	-1
COC(=O)C1CCN(C(=O)c2cc(-c3ccc(Cl)s3)nc3ccccc23)CC1	0	-208	-276	-19	6	12	-2	-2	-23	1
CCn1c(SCc2c(F)cccc2F)nc2sc3c(c2c1=O)CCCC3	1	0	3	0.0	.	.	2	7	-1	-2
Cc1nc2ccccn2c1C(=O)N/N=C/c1ccc([N+](=O)[O-])o1	-4	-7	-15	0.8	3	11	19	-15	1	-1
Cc1ccc(N2CCN(C(=O)c3cc(C(=O)c4ccccc4C)c[nH]3)CC2)c(C)c1	-3	4	-5	0.4	9	13	6	6	2	-6
CC1(NC(=O)Nc2ccccc2)CCS(=O)(=O)C1 (configuration not stated)	3	1	-5	0.3	-7	-3	-1	2	4	3

6 compounds out of the list above, arranged by their value in DDE Tn7 FP inh, ascending:
SMILES	DDE Tn7 FP inh	PLCg1 inh	PLC-beta3 inh	proKLK7 act	ASAP1 inh	ARFGAP1 inhibitor	UHRF1 MBD2 ctr	Rev-erbA mod	HGIII-sPLA2 inh	DDE Tn6 FP inh
Cc1ncc(CO)c(/C=N/NC(=O)c2cc3c(s2)CCCC3)c1O	-14	i	i	-39	-9	-2	2	-5	-9	4
COc1ccccc1N=C1SC(C(=O)Nc2ccc(F)cc2)CC(=O)N1C (configuration not stated)	-2	4	4	0.9	13	5	0	2	-12	3
CCn1c(SCc2c(F)cccc2F)nc2sc3c(c2c1=O)CCCC3	1	0	3	0.0	.	.	2	7	-1	-2
Cc1ccc(S(=O)(=O)n2c(C)nc3ccccc32)cc1	4	-3	-6	0.6	3	10	-2	-3	1	6
COc1cc2[nH]c(=O)c(C(=O)NCCCN3CCCCC3)c(O)c2cc1OC	6	-21	-23	2.0	7	3	10	0	5	-5
CC(NC(=O)OC(C)(C)C)C(=O)N1CCCC1C(=O)NC(Cc1ccccc1)C(N)=O (configuration not stated)	7	0	3	-0.1	11	5	4	-3	11	1

(more compounds)
SMILES	DDE Tn7 FP inh	PLCg1 inh	PLC-beta3 inh	proKLK7 act	ASAP1 inh	ARFGAP1 inhibitor	UHRF1 MBD2 ctr	Rev-erbA mod	HGIII-sPLA2 inh	DDE Tn6 FP inh
CCCC(=O)Nc1nc(C)c(-c2csc(Nc3ccccc3OC)n2)s1	-2	-17	-22	-1.3	8	2	-1	1	-8	-3
CSc1ccccc1NC(=O)C1(C)CCN1C(=O)Cc1ccccc1Cl (configuration not stated)	7	2	0	0.2	5	7	0	-2	-10	8
CC(NC(=O)c1cccs1)c1ccc(Cl)cc1 (configuration not stated)	2	2	-1	-0.2	-4	-3	0	-2	2	0
CC(=O)Nc1ccc(/C=N/OCC(=O)Nc2ccc(C)cc2)cc1	11	1	-2	-0.6	4	-2	2	-4	10	5
CCOC(=O)c1[nH]c(C)c(C(=O)N2CCN(c3ccc(F)cc3)CC2)c1C	-7	2	-3	0.4	0	0	4	2	1	-1
Cc1cc(OCc2cc(C(=O)N(C)CCOc3ccccc3)no2)cc(C)c1Cl	5	-4	-4	0.6	11	0	2	3	-27	-2
COCCCNC(=O)Cc1c(C)c2c(cc(C)c3c(C(C)(C)C)coc32)oc1=O	-1	-101	-149	-12	-1	8	4	-5	-10	8
CCOc1ccccc1CN1CCC(n2nccc2NC(=O)CCCc2ccccc2)CC1	-3	1	-11	0.3	-4	4	3	2	-41	-7
O=C(c1cc2cc([N+](=O)[O-])ccc2oc1=O)N1CCN(C2CCCCC2)CC1	2	-1	0	-0.2	5	12	2	-3	-2	-2
CC(OC(=O)c1cc2c(ccc3ccccc32)oc1=O)c1nc2ccccc2s1 (configuration not stated)	1	-42	-53	0.9	7	-1	-5	54*	-2	-1
Cc1noc(C)c1C(=O)Nc1sc2c(c1C(N)=O)CCCCC2	5	-4	-7	-0.4	-4	-7	-5	-1	-2	2
COc1ccc(C2C(C(=O)c3ccco3)=C(O)C(=O)N2CC2CCCO2)c(OC)c1 (configuration not stated)	1	0	-5	0.6	12	-10	-7	-3	2	8
CCCCOC(=O)CSc1nnc(-c2cc(OC)c(OC)c(OC)c2)o1	-3	4	4	-0.1	-6	-3	1	8	-1	2
COc1ccc(C(=O)NC(C(=O)OCC(=O)Nc2sccc2C(N)=O)C(C)C)cc1 (configuration not stated)	-6	1	-5	0.9	5	-8	1	13	-8	1
Fc1cccc(Cl)c1/C=C/c1cnc2ccccc2n1	2	-46	-70	-0.5	2	-2	-7	4	5	-2
O=C1C=C(c2ccc(Cl)cc2)C(=O)N1Nc1ccccc1	-3	-4	-7	-0.1	15	9	-6	1	-3	0
O=c1c(F)cn(C2CCCO2)c(=O)n1Cc1ccccc1Cl (configuration not stated)	-3	6	4	-0.7	3	19	4	1	8	-7
c1ccc(NC2=NCCN2CCC2CCCCC2)cc1	-3	5	6	0.3	-10	7	0	3	4	2
COc1cc(OC)cc(C(=O)OCC(=O)Nc2nnc(-c3ccccc3)o2)c1	1	0	-7	-0.3	-1	0	0	-5	5	-7
Cc1cc(C)cc(OCC(=O)N(Cc2cccs2)C2CCS(=O)(=O)C2)c1 (configuration not stated)	4	-3	-2	0.3	2	-16	-1	3	-11	1
CCN(CC)CCn1c2c(c(SCC(=O)Nc3nc(C)cs3)nc1=O)CCC2	-6	-1	1	0.1	7	8	-1	-3	-4	2
COc1ccc(-c2cnc3c(c2)C(=O)N([C@H](C)CO)C[C@@H](C)[C@@H](CN(C)C(=O)NC2CCCC2)O3)cc1	-4	-8	-5	-0.7	-2	7	-4	-5	-2	-3
C/C(=N\N1C(=O)c2ccccc2NC1c1ccco1)c1ccccc1O (configuration not stated)	-2	-72	-89	2.9	11	-3	-2	9	-1	1
O=C(COC(=O)c1ccccc1C(=O)c1ccc(Cl)cc1)NCc1ccccc1	-1	0	0	0.9	-13	2	-1	-2	-16	-2
Cc1nc(C)c2c(c1C(F)(F)F)-c1ccccc1C2(F)F	2	-4	-4	0.1	0	9	4	-1	7	-1

(list continues)
SMILES	DDE Tn7 FP inh	PLCg1 inh	PLC-beta3 inh	proKLK7 act	ASAP1 inh	ARFGAP1 inhibitor	UHRF1 MBD2 ctr	Rev-erbA mod	HGIII-sPLA2 inh	DDE Tn6 FP inh
Cc1ccc(SCC(=O)NCc2ccccc2C)cc1	-4	0	-6	0.0	-17	2	1	2	5	8
CCN(CC(=O)Nc1c(F)cccc1F)C(=O)c1ccc2c(c1)C(=O)N(c1ccccc1C)C2=O	-3	0	2	-0.4	-1	-2	0	-1	-2	-5
Cc1c(-c2ccccc2)nnn1-c1ccc(F)cc1F	7	-1	-2	0.0	4	6	2	-3	8	0
COc1ccc(Cn2c(NC(=O)c3ccccc3)nc(Cc3ccccc3)c2Cc2ccccc2)cc1	4	-14	-29	-6.2	.	.	-3	3	10	-1
CC(C)Oc1ccc(CN2CCC(n3nccc3NC(=O)C3CC3)CC2)cc1	1	1	-5	0.2	-4	-2	2	7	5	-6
NC(=O)c1cc([N+](=O)[O-])ccc1NCC1CCCCC1	-9	1	5	0.7	-4	-1	2	-6	4	-2
CC(C)NC(=O)c1ccccc1-c1ccccc1	4	-1	0	0.1	2	8	0	-6	1	2
CCC(C(=O)Nc1ccc(C(=O)O)cc1NC(=O)C(CC)c1ccccc1)c1ccccc1 (configuration not stated)	-6	-2	-4	0.3	1	-2	4	4	-28	-1
O=C(CCc1nnc(C2CCCCC2)o1)N1CCCCC1CCn1cccn1 (configuration not stated)	-5	-2	7	0.1	-1	3	1	-3	6	0
O=C(Nc1cc(Cl)ccc1N1CCOCC1)c1cccnc1	8	-3	-9	0.6	7	1	3	2	10	-6
O=C(NCc1ccccc1Cl)C1CCCN1C(=O)NC1CCCCC1 (configuration not stated)	-2	2	-3	0.8	12	4	-2	1	-1	-2
CCOC(=O)C1CCN(S(=O)(=O)c2cnc[nH]2)CC1	2	2	3	0.1	4	-2	2	3	-10	-4
